B2AR arrestin = agonists driving beta-arrestin recruitment to human beta2-adrenergic receptor. AID 492947. Potency, µM (titrated, usually from 46.1 µM), inactives show at the top dose activation, actives largely listed as activators. P07550. 330,000 compounds, 0.02% hits. beta-arrestin recruitment to beta2AR, cell-based reporter;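 also: potency is read from the fitted curve at half-maximal effect; 0% = DMSO controls and full agonism = EC100 isoproterenol or metaproterenol; nearly all actives have a fitted effect of over 65% in size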
A-T KAP1 phos = potential ataxia-telangiectasia treatment; […] A-T fibroblasts, KAP-1 phosphorylation AlphaLISA; neocarzinostatin DNA damage 30 min before lysis; Potency, µM (top dose mostly 57.5 µM), inactives show top-dose activation, hits mostly activators; 320,000 compounds, 0.19% hits; AID 485349; also: potency is read from the fitted curve at half-maximal effect; % of control where 0% means no effect; nearly all actives have a fitted effect of over 45% in size
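ATM-like activity read as KAP-1 phosphorylation via AlphaLISA donor/acceptor antibody pairs after lysis and 6 hr at 25C. Cells were ATM-null patient fibroblasts ([…], hTERT), dosed 60 min, then exposed to the DSB inducer NCS for 30 min.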
TCR activator = T cell receptor activation | primary human leukocytes, anti-CD3, IL-2 HTRF, 48 h | Potency, µM (top dose mostly 9.22 µM), for inactives: at the top dose activation of IL-2 secretion, hits mostly activators | 330,000 tested, under 10 active | AID 504894; also: % of control where 0% means no effect
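Primary human leukocytes receive a-CD3 beads and test compound and are incubated 48 hr. Secreted IL-2 is then assayed by HTRF, measuring 665nm acceptor emission after 320nm excitation of the europium donor.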
PTAP TSG101 blk = blocks PTAP/TSG101 interaction to inhibit HIV-1 budding; Fluorescence polarization, FITC-PTAP peptide / Tsg101 binding; Potency, µM (doses to about 115 µM), inactives show at the highest dose activity change, negative = inhibition, actives largely listed as inhibitors; 340,000 tested, under 10 active; active = well fitted inhibition curve with a large enough effect in the main read-out, with a control signal flat, not every such curve was filed as active; inconclusive = small, poorly fitted or top-dose-only effect, or effect the other way, or a change in a side signal; inactive = no such curve, though single readings can be large or run the other way; also: potency is read from the fitted curve at half-maximal effect; % of control where 0% means no effect
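Compounds were pin-transferred onto Tsg101 binding domain (10 uM final) in HEPES pH 7.5 buffer, then FITC-PTAP peptide was added at 50 nM final. After 20 min at RT, polarization reported peptide displacement across a qHTS concentration series.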
BRCA1 expr act = BRCA1 expression activation; MCF7-BRCA1-FFLuc reporter, luminescence, 48 h; response scale: scaled: vehicle 0%, 10 µM genistein 100%; Potency, µM (titrated, usually from 46.1 µM), for the others: at the highest dose activation, actives largely listed as activators; 380,000 compounds, 1.1% hits; AID 624202; also: potency is read from the fitted curve at half-maximal effect; nearly all actives have a fitted effect of over 80% in size; some results filed as inactive show a strong effect at the top dose
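Activators of BRCA1 expression were detected as increased firefly luciferase luminescence in engineered MCF7 cells after 48 h compound incubation. Signals were scaled to genistein 10 microM as full activation.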
MLL CXXC-DNA inh = MLL CXXC-DNA interaction inhibition. AID 2662. 290,000 compounds, 0.037% hits. Potency, µM (series often up to 115 µM), without a hit: top-dose activity change, negative = inhibition, hits mostly inhibitors. Q03164. MLL-CXXC / FITC-HOXA9 DNA fluorescence polarization; active = well fitted inhibition curve with a large enough effect in the polarisation, with a control signal flat, not every such curve was filed as active; inconclusive = small, poorly fitted or top-dose-only effect, or effect the other way, or a change in a side signal; inactive = no such curve, though single readings can be large or run the other way; the % refers to the polarisation; also: potency is read from the fitted curve at half-maximal effect
Target sequence (Q03164 whole entry, looked up): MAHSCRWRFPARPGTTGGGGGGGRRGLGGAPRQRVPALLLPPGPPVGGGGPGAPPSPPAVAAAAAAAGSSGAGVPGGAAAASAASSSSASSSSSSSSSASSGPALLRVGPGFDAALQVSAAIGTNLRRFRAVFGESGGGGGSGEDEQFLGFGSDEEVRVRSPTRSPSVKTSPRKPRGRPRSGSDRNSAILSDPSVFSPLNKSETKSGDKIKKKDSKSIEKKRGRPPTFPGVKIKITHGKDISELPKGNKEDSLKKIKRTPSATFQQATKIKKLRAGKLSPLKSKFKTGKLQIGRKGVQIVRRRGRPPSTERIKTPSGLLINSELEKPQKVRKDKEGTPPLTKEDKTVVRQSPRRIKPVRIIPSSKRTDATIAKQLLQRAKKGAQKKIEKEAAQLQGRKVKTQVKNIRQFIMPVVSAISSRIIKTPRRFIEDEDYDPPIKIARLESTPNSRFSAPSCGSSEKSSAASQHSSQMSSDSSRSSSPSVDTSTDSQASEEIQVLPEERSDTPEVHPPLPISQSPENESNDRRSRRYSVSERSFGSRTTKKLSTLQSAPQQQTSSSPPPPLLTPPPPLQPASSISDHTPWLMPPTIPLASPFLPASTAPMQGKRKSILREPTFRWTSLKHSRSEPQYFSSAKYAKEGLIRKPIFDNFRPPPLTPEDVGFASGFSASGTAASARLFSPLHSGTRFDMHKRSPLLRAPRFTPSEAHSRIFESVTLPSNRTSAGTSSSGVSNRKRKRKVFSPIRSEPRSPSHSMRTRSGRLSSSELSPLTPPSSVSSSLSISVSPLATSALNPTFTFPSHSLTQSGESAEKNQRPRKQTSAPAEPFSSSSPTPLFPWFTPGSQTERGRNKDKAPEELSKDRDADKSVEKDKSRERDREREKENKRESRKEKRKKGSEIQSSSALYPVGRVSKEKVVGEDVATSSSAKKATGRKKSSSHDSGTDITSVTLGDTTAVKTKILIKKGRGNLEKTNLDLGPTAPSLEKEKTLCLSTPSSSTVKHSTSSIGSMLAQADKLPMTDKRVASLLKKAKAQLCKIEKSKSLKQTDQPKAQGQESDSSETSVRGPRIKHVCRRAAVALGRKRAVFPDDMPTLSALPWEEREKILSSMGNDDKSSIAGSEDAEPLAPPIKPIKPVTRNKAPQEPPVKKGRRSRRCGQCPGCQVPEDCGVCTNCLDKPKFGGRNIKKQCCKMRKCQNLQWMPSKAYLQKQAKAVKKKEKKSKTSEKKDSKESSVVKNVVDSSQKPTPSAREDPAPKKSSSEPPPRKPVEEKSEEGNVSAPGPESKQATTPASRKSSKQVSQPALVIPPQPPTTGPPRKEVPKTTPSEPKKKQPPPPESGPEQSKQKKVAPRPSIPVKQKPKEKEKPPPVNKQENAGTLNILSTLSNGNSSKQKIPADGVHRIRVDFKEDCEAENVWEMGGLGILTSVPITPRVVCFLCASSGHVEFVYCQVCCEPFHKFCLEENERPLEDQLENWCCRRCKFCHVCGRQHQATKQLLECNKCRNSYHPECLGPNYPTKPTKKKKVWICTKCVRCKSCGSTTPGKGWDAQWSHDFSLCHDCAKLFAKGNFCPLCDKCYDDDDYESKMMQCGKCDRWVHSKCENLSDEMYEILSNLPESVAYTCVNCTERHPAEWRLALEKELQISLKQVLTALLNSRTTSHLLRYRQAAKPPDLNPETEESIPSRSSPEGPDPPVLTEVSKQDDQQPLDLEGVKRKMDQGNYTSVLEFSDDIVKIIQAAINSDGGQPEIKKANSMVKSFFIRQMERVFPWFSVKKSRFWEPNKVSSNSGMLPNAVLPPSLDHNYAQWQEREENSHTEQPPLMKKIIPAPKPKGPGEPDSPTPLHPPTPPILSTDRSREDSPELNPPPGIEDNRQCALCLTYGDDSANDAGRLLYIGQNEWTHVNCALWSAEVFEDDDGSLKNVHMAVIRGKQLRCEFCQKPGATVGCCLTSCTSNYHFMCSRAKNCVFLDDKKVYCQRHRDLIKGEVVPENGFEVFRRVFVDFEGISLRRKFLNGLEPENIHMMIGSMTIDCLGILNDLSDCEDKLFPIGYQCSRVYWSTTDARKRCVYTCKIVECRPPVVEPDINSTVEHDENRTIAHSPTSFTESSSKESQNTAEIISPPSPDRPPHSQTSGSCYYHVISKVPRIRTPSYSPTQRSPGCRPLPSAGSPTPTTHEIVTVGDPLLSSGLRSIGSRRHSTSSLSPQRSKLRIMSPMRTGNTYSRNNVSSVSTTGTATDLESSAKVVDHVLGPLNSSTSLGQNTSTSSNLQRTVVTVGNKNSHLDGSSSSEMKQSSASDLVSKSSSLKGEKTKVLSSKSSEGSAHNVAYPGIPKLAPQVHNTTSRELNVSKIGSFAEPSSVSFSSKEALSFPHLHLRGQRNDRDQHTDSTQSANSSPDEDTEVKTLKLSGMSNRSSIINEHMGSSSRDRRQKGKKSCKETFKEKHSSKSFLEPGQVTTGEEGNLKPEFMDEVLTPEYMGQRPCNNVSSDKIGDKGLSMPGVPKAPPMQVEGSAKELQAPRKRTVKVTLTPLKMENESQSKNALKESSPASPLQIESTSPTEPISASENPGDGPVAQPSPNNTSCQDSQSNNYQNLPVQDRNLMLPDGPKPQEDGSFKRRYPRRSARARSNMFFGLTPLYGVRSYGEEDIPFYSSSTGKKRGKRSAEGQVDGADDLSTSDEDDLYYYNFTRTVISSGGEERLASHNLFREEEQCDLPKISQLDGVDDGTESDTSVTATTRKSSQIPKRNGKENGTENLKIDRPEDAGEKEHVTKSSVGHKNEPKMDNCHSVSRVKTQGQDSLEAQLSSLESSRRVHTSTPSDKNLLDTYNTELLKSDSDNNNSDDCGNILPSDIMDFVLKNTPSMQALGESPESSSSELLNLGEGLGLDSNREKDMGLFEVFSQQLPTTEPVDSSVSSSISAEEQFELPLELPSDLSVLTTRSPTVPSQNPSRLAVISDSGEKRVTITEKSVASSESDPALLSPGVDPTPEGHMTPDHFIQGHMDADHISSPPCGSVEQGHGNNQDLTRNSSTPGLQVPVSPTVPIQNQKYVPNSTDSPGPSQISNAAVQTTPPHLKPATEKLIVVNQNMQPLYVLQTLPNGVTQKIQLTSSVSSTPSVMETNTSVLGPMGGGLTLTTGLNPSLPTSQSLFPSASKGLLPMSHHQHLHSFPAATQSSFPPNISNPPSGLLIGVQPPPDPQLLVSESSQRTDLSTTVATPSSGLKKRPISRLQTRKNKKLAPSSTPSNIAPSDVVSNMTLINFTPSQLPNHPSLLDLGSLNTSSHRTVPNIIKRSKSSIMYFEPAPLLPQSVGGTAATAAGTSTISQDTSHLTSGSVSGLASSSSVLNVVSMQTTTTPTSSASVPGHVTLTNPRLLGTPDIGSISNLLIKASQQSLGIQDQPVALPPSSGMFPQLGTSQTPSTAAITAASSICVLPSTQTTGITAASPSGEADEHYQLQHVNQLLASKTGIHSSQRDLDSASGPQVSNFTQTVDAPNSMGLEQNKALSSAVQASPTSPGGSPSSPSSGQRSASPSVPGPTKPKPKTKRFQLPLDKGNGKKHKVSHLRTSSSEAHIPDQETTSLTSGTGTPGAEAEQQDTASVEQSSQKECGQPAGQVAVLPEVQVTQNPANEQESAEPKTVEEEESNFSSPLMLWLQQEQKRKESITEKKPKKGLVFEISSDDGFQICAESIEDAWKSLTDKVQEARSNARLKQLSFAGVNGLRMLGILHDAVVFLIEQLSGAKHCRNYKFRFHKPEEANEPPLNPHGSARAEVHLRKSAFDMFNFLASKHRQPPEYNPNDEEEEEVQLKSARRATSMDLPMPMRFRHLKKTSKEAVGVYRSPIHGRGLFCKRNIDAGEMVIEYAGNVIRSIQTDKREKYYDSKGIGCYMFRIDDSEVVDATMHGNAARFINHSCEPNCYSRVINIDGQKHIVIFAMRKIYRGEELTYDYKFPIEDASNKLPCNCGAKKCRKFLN
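Steps: dispense CXXC domain solution (7 uM) → pin compounds or unlabeled HOX-A9 DNA control → 5 min ambient → add FLSN-HOX-A9 solution (50 nM) → spin → 30 min ambient → fluorescence polarization. Tris pH 7.5/NaCl/DTT/BSA buffer.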
Integrin act MD = integrin-mediated muscular dystrophy alleviation activation; alpha7betagal myoblasts, beta-gal FDG fluorescence, 48 h; Potency, µM (titrated, usually from 38.3 µM), inactives show top-dose activation, actives largely listed as activators; 350,000 compounds, 0.064% hits; AID 624291;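 also: potency is read from the fitted curve at half-maximal effect; 100% = response of the positive control SU9516; nearly all actives have a fitted effect of over 60% in size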
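Alpha7betagal+/- myoblasts (passage 13) were plated 16-24 hr, then exposed to compounds (1:260 dilution of DMSO stock) for 48 hours at 37C. After MPER lysis, β-galactosidase reporter activity was read as FDG fluorescence (ex 480/em 540) after 30 minutes.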
p53 reactivation = re-activators of mutant p53. Potency, µM (top dose mostly 92.2 µM), inactives show at the highest dose activity change, positive = activation, most hits filed as activators. H1299 p53-A138V BP100-luciferase reporter, luminescence, 24 h. 320,000 compounds, 0.063% hits; also: potency is read from the fitted curve at half-maximal effect; % of control where 0% means no effect; nearly all actives have a fitted effect of over 45% in size
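p53-null H1299 cells stably carrying temperature-sensitive p53-A138V and a BP100-luciferase reporter were pinned with compounds (4-point, 1:5 series) and held 24 hrs at 37 deg C. Luminescence was read 10 min after detection reagent.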
ELG1 DNA repair = ELG1-dependent DNA repair inhibition; Potency, µM (series often up to 46.1 µM), for inactives: at the highest dose activity change, negative = inhibition, actives largely listed as inhibitors; HEK293T ELG1-luciferase reporter, luminescence, 16 h; DNA damage induced by 5-fluorouridine; 330,000 compounds, 2.3% hits; AID 504467; also: potency is read from the fitted curve at half-maximal effect; % is scaled to controls: 0 for no effect and ±100 for the full control effect; nearly all actives have a fitted effect of over 55% in size
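Step one: seed 2,000 cells per well. Step two: pin-transfer compound or DMSO alongside 5-fluorouridine. Step three: incubate 16 hr, 37 °C, 5% CO2. Step four: add ONE-Glo, wait 30 min, read luminescence.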
TRPV1 agonist = activates the human vanilloid receptor TRPV1; activation, % at 8.33 µM; 320,000 compounds, 0.19% hits; AID 540275; TRPV1-expressing cells, Fluo-8 calcium influx, agonist mode; Q8NER1; in the data active = activation above about 80%; inconclusive = between about 30% and that limit; also: 0% is about no effect
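Cells expressing TRPV1 were dye-loaded with Fluo-8 and read kinetically: 10 s baseline, 3 min after compound (agonist portion), then 2 min after EC20 capsaicin (allosteric enhancer portion). Calcium-bound dye fluorescence at 480/520 nm.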
Numbers without * were called inactive; ? = inconclusive; . = not tested or not shown; [ ] = another dose, or the depositor's remark. Unless noted, calls follow the shape of the dose curve; as a rule, active = well fitted curve in the direction sought with a large enough effect; inconclusive = small, poorly fitted or top-dose-only effect, or another doubt; inactive = no such curve, though single readings can be large; an effect the other way counts as inactive or inconclusive.

SMILES	B2AR arrestin	A-T KAP1 phos	TCR activator	PTAP TSG101 blk	BRCA1 expr act	MLL CXXC-DNA inh	Integrin act MD	p53 reactivation	ELG1 DNA repair	TRPV1 agonist
CCc1ccc(NC(=O)Cn2cnc3c(=O)n(C)c(=O)n(C)c32)cc1	0.0%	-1%	5%	1%	-13%	-2%	25%	0%	11%	-5
CCC1(c2ccccc2)NC(=O)N(CC(=O)Nc2cc(S(=O)(=O)N3CCCCC3)ccc2N(C)C)C1=O (configuration not stated)	-0.2%	11%	-2%	-3%	-25%	.	-1%	-5%	-9%	3
Cc1csc(NC(=O)CSc2nc3ccccc3s2)n1	0.1%	1%	3%	-6%	-41%	-11%	21%	9%	-4%	6
Cc1cccc(NC(=O)CNC(=O)c2ccc3c(c2)OCO3)n1	0.3%	-1%	-4%	0%	-3%	.	8%	1%	-1%	4
C/C(N)=C(/C#N)C(=O)COC(=O)c1cc(-c2cccc3ccccc23)nc2ccccc12	-0.7%	3%	-8%[46.1 µM]	-2%	-4%	4%	-22%	-3%	?	11
CCOc1cccc(-c2cc(C(=O)N/N=C/c3ccc(OC)c(CN4CCOCC4)c3)c3ccccc3n2)c1	-0.6%	-5%	4%[46.1 µM]	1%	-56%	14%	27%	6%	23µM*	-1
CC(Oc1ccc(Cl)cc1)C(=O)Nc1ccc(S(=O)(=O)N2CCOCC2)cc1 (configuration not stated)	0.0%	3%	-1%	-2%	-15%	-1%	-3%	-6%	13%	?
O=C1Nc2cc(C(=O)NCCCN3CCOCC3)ccc2S/C1=C/c1ccccc1F	0.2%	-7%	-2%	-2%	-18%	24%	-58%[inhibitor]	0%	-3%	1
CC(C(=O)O)N1C(=O)CSC1=S (configuration not stated)	-0.8%	3%	-17%	-4%	-5%	-13%	-18%	2%	-2%	0
CC(C)=CCC/C(C)=C/CN(CC(C)O)CC(C)O (configuration not stated)	-0.2%	-8%	1%	-6%	-12%	1%	-5%	1%	11%	-4
COc1ccc(OC)c(CCNC(=O)CCn2ccc3cc(S(=O)(=O)N4CCCC4)ccc32)c1	-0.1%	1%	-2%	-4%	-21%	8%	7%	-7%	?	3
C/C(=N\O)C1(C)N(O)C(C)(C)C(c2ccco2)=[N+]1[O-] (configuration not stated)	0.2%	-1%	0%[46.1 µM]	-3%	1%	5%	1%	-5%	1%	0
Cc1ccc(Cn2nnc3c(=O)n(CC(=O)NCC4CCCO4)cnc32)cc1 (configuration not stated)	?	-6%	-1%	-3%	-14%	-15%	2%	0%	9%	.
O=C(N/N=C/c1cnc2ccccc2n1)c1cccc(F)c1	-0.3%	-1%	-1%[46.1 µM]	-6%	44%	15%	23%	26%	?	19
Cc1ccc(-c2c(C(=O)N/N=C/c3ccoc3)nnn2-c2nonc2N)cc1	0.1%	-3%	4%	-5%	-5%	5%	0%	1%	0%	88*
Cc1ccc(S(=O)(=O)NCCC(=O)OCC(=O)Nc2ccccc2Cl)cc1	0.2%	1%	-1%	1%	-3%	13%	-23%	-2%	5%	-1
CC(C)CCn1c(COc2ccccc2)n[nH]c1=S	-0.1%	3%	-2%	-10%	6%	0%	20%	-2%	-15%	0
CCOc1ccc(S(=O)(=O)N2CCC(C(N)=O)CC2)c2ccccc12	0.3%	4%	-5%	-9%	-1%	-2%	9%	-9%	1%	6
COc1ccc(CN=C2Nc3ccccc3CS2)cc1	-0.5%	4%	20%	-1%	?	0%	-9%	10µM*	?	-3
CCOc1ccc(C(=O)N2CCN(c3ccccn3)CC2)cc1OCC	0.3%	-2%	-2%	0%	-34%	-2%	-8%	?	-20%	-2
Cc1ccc(Cl)cc1-n1ncc2c(NNC(=O)c3ccco3)ncnc21	-0.1%	2%	-4%	3%	5%	-7%	9%	-5%	-7%	-3
COc1ccc(C)cc1NC(=O)Nc1ccncc1	0.2%	-4%	-6%	1%	2%	24%	?	-11%	-4%	18
O=C(CC1SC(N2CCCC2)=NC1=O)Nc1ccc(C(=O)Nc2ncccc2O)cc1 (configuration not stated)	0.7%	-1%	4%	0%	-54%	.	26%	?	?	2
COC(=O)C1=C(N)Oc2cc(C)n(C)c(=O)c2C1c1ccc(Cl)c(Cl)c1 (configuration not stated)	0.0%	1%	-2%	-3%	-20%	16%	-6%	-3%	0%	12
CC(C)CNC(=O)c1ccccc1NC(=O)c1ccc(CN2CCOCC2)cc1	-0.1%	0%	0%	-9%	8%	4%	2%	0%	-5%	6

In the list so far, these have a furan ring, fused or not.
SMILES	B2AR arrestin	A-T KAP1 phos	TCR activator	PTAP TSG101 blk	BRCA1 expr act	MLL CXXC-DNA inh	Integrin act MD	p53 reactivation	ELG1 DNA repair	TRPV1 agonist
C/C(=N\O)C1(C)N(O)C(C)(C)C(c2ccco2)=[N+]1[O-] (configuration not stated)	0.2%	-1%	0%[46.1 µM]	-3%	1%	5%	1%	-5%	1%	0
Cc1ccc(-c2c(C(=O)N/N=C/c3ccoc3)nnn2-c2nonc2N)cc1	0.1%	-3%	4%	-5%	-5%	5%	0%	1%	0%	88*
Cc1ccc(Cl)cc1-n1ncc2c(NNC(=O)c3ccco3)ncnc21	-0.1%	2%	-4%	3%	5%	-7%	9%	-5%	-7%	-3

Next part:
SMILES	B2AR arrestin	A-T KAP1 phos	TCR activator	PTAP TSG101 blk	BRCA1 expr act	MLL CXXC-DNA inh	Integrin act MD	p53 reactivation	ELG1 DNA repair	TRPV1 agonist
O=C(CCNC(=O)c1ccc(Br)cc1)Nc1ncccc1O	.	.	0%	-2%	-2%	.	-11%	.	.	.
O=C1c2cccnc2C(=O)N1Cc1ccc(F)cc1	-0.4%	5%	5%	0%	6%	-5%	2%	-1%	3%	-3
CC(C)N1CC(C(=O)Nc2nc3ccccc3s2)CC1=O (configuration not stated)	-0.3%	2%	.	-5%	28%	4%	8%	-1%	11%	1
COc1ccc(C2Nc3ccccc3C(=O)N2Cc2ccco2)cc1COc1ccccc1F (configuration not stated)	0.0%	3%	-6%	0%	-32%	9%	16%	-7%	18µM*	1
CCOC(=O)c1c(NC(C)=O)sc2c1C1CCN2CC1	.	.	1%	-1%	-6%	.	-16%	.	.	.
O=C(COC(=O)C1CCCCC1)NCc1ccc(Cl)cc1	-0.1%	16%	-3%[46.1 µM]	-4%	-5%	.	2%	9%	7%	.
Cc1cccc(NC(=O)CN2CCC(C(=O)c3ccc4c(c3)OCCO4)CC2)c1	-1.0%	-5%	-5%	-4%	-41%	10%	-16%	11%	-26%	11
COc1ccc(C)cc1NC(=O)C(=O)N1CCCC1	-0.6%	6%	5%	-1%	-24%	-2%	-7%	-4%	0%	0
NC(=O)c1nsc(C(=O)N(c2ccc(F)cc2)C(C(=O)NCC2CCCO2)c2ccc3ncccc3c2)c1N (configuration not stated)	-0.1%	0%	4%	0%	-25%	41%[activator]	-3%	-3%	-8%	0
COc1cccc(/C=C/c2onc(C)c2S(=O)(=O)N2CCC(C(=O)NC3CCCCCC3)CC2)c1	0.2%	4%	-7%	0%	-13%	-1%	-10%	-8%	?	15
Cn1c(N2CCOCC2)c(/C=N/OC(=O)c2cccnc2Cl)c2ccccc21	0.1%	19%	3%	-3%	4%	-4%	-3%	-3%	?	3
CCC1(c2ccccc2)NC(=O)N(CC(=O)Nc2ccc(S(=O)(=O)NC3=NCCCCC3)cc2)C1=O (configuration not stated)	-0.2%	6%	-3%	0%	-14%	.	-3%	2%	20%	-2
Cn1c(=O)oc2cc(S(=O)(=O)NC(Cc3ccccc3)C(=O)N3CCCCC3)ccc21 (configuration not stated)	-0.5%	5%	-2%	-1%	-23%	-7%	-27%	4%	-3%	.
COc1ccc(S(=O)(=O)N2CCCCC2)cc1NC(=O)CSc1nnc(C2CC2)n1C	0.2%	-14%	-6%	-3%	-5%	.	-7%	-11%	0%	0
CC(C)CC(=O)NC(=S)Nc1ccc(N2CCOCC2)cc1	0.4%	1%	-2%[46.1 µM]	1%	35%	5%	-3%	27%	?	-1

p53 reactivation, entries above that show a hit
compound	B2AR arrestin	TCR activator	PTAP TSG101 blk	BRCA1 expr act	MLL CXXC-DNA inh	Integrin act MD	p53 reactivation	TRPV1 agonist
COc1ccc(CN=C2Nc3ccccc3CS2)cc1	-0.5%	20%	-1%	?	0%	-9%	10µM*	-3

Rewritten with bars between the fields: two of the compounds above.
Structure | B2AR arrestin | A-T KAP1 phos | TCR activator | PTAP TSG101 blk | BRCA1 expr act | MLL CXXC-DNA inh | Integrin act MD | p53 reactivation | ELG1 DNA repair | TRPV1 agonist
CCC1(c2ccccc2)NC(=O)N(CC(=O)Nc2cc(S(=O)(=O)N3CCCCC3)ccc2N(C)C)C1=O (configuration not stated) | -0.2% | 11% | -2% | -3% | -25% | . | -1% | -5% | -9% | 3
CCOc1ccc(S(=O)(=O)N2CCC(C(N)=O)CC2)c2ccccc12 | 0.3% | 4% | -5% | -9% | -1% | -2% | 9% | -9% | 1% | 6

Bioassay records from PubChem BioAssay.
